# RXFP1 antagonist: qHTS Assay for Antagonists of the Relaxin Receptor RXFP1; actives 0.59% (n = 350,000); Relaxin receptor 1 (Homo sapiens), Q9HBX9; AID 1259400, 2018; activity change, negative = inhibition, % at 57.5 µM; HEK293-RXFP1, relaxin-stimulated cAMP HTRF, 30 min; active compounds read low;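 active = activity change of -60% or lower, but not beyond a set lower limit; inconclusive = change between -60% and -40%, or beyond the set limit; inactive = change above -40%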; note: % is set by controls: 0 for no effect and ±100 for the full control effect
# Target sequence (Q9HBX9 whole entry, looked up): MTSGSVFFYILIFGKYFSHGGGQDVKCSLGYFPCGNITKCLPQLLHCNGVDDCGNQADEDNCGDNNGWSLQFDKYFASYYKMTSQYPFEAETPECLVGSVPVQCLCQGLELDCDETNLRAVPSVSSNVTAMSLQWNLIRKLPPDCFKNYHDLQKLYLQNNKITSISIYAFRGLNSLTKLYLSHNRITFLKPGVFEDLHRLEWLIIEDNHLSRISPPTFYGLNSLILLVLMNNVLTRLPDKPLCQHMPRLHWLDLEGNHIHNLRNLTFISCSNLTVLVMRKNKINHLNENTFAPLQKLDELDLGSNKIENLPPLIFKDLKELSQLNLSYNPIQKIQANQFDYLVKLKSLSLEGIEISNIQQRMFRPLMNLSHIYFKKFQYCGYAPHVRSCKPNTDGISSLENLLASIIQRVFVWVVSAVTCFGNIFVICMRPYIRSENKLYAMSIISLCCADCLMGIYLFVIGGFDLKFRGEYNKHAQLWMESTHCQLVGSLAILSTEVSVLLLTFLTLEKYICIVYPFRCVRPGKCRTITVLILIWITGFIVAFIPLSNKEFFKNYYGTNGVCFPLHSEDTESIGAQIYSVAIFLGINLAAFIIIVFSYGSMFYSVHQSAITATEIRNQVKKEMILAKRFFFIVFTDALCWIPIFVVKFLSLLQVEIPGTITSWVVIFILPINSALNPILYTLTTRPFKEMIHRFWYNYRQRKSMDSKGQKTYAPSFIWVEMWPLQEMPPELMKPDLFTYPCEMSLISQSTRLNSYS
# POLI inh: qHTS for Inhibitors of Polymerase Iota; DNA polymerase iota (Homo sapiens), Q9UNA4; Pol iota fluorescent replication assay, 10 min; Potency, µM (highest dose often 115 µM), without a hit: top-dose activity, negative = inhibition, usual class: inhibitors; actives 1% (n = 390,000); note: potency is the fitted concentration of half-maximal effect
#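 Fluorescent replication assay read twice, at 0 min and 10 min after adding 50 nM (final) substrate. Enzyme (10 nM) and compounds were first incubated 15 min at room temperature; enzyme-free buffer wells were negative controls.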
# POLK inh: qHTS for Inhibitors of Polymerase Kappa | actives 0.53% (n = 400,000) | DNA polymerase kappa (Homo sapiens), Q9UBT6 | AID 588579, 2011 | purified Pol kappa, fluorescent DNA synthesis assay, 10 min | Potency, µM (top dose mostly 107 µM), for inactives: at the top dose activity, negative = inhibition, most hits filed as inhibitors; note: potency is the fitted concentration of half-maximal effect; % is set by controls: 0 for no effect and ±100 for the full control effect
#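 Kinetic fluorescence readout at 0 and 10 min followed reaction start with substrate at 50 nM final. Beforehand, enzyme (10 nM Pol kappa) stood 15 min with compound at room temperature; buffer-only wells were negative controls.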
# APEX1 inh: qHTS Assay for Inhibitors of the Human Apurinic/apyrimidinic Endonuclease 1 (APE1) | recombinant APE1, TAMRA/BHQ-2 abasic DNA cleavage fluorescence | Potency, µM (doses to about 65.8 µM), for the others: at the highest dose activity change, negative = inhibition, most hits filed as inhibitors | DNA repair nuclease/redox regulator APEX1 (Homo sapiens), P27695 | actives 0.35% (n = 350,000);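 note: potency is the fitted concentration of half-maximal effect; plate controls were vehicle for no effect and reference inhibitor for full effect; nearly all actives have a fitted effect of over 55% in size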
#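 APE1 at 0.75 nM preincubated 15 min at room temperature with compound. Reaction then started with 50 nM double-stranded THF-abasic substrate labelled with TAMRA/BHQ-2, and 525/598 nm fluorescence read kinetically. Activity taken as third-minus-first read difference, normalized to DMSO and NSC13755 controls.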
# Pol eta inh: qHTS for Inhibitors of Polymerase Eta; DNA polymerase eta (Homo sapiens), Q9Y253; recombinant Pol eta, fluorescent DNA replication assay; Potency, µM (titrated, usually from 114 µM), without a hit: at the highest dose activity change, negative = inhibition, most hits filed as inhibitors; actives 1.2% (n = 390,000); AID 588591, 2011; note: potency is the fitted concentration of half-maximal effect; % is set by controls: 0 for no effect and ±100 for the full control effect
#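 Fluorescent replication assay: 50 nM final substrate added after a 15 min room-temperature compound preincubation with 10 nM enzyme. Signal taken at 0 min and again at 10 min.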
# Anesthetic bind: qHTS Assay for Identification of Novel General Anesthetics; actives 0.074% (n = 350,000); AID 485281, 2010; apoferritin/1-aminoanthracene competitive binding, fluorescence; Potency, µM (highest dose often 77.5 µM), for the others: at the top dose activity change, negative = displacement, hits mostly inhibitors; note: potency is the fitted concentration of half-maximal effect; % is set by controls: 0 for no effect and ±100 for the full control effect; nearly all actives have a fitted effect of over 20% in size
# Target sequence (P02791 2-175 limits assumed): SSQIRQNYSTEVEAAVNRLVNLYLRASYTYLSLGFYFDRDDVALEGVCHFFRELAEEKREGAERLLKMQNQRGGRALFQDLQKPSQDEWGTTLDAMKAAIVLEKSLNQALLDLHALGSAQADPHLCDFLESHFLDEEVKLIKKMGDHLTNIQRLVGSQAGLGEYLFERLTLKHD
#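 Apoferritin-based anesthetic binding model; compound displacement of fluorescent 1-AMA measured as endpoint fluorescence after 10 minutes at room temperature, scaled to free-ligand and complex controls.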
# POLB inh: qHTS Assay for Inhibitors of DNA Polymerase Beta | P06746 | Pol beta primer extension/strand displacement, fluorescence kinetic | Potency, µM (highest dose often 114 µM), for inactives: at the highest dose activity change, negative = inhibition, usual class: inhibitors | actives 1.3% (n = 340,000); note: potency is the fitted concentration of half-maximal effect; % is set by controls: 0 for no effect and ±100 for the full control effect
#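 10 nM enzyme + cpd, 15 min RT; start with substrate 50 nM final; read 0 min and after 10 min RT. Corrected, normalized data; 4-parameter Hill curve fit.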
# Tb PGK inh: qHTS Assay to Find Inhibitors of Phosphoglycerate Kinase; Phosphoglycerate kinase, glycosomal (Trypanosoma brucei brucei), P07378; PGK/GAPDH coupled, Kinase-Glo luminescence, 60 min; Potency, µM (highest dose often 57.5 µM), for the others: top-dose activity change, negative = inhibition, hits mostly inhibitors; actives 0.043% (n = 380,000); AID 602233, 2012; note: potency is the fitted concentration of half-maximal effect; % is set by controls: 0 for no effect and ±100 for the full control effect; nearly all actives have a fitted effect of over 60% in size
#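 Recombinant glycosomal PGK reaction used 1,3-bisphosphoglycerate generated in-well by GAPDH (100nM final) in 100mM TEA pH 7.6, 5mM MgCl2, 0.01% Tween-20. After 60 minutes at room temperature, ATP was read by Kinase-Glo Plus luminescence end-point.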
# BLM helicase inh: qHTS Assay for Inhibitors of Bloom's syndrome helicase (BLM); RecQ-like DNA helicase BLM (Homo sapiens), P54132; recombinant BLM DNA unwinding, fluorescence dequenching; Potency, µM (doses to about 56.1 µM), for the others: top-dose activity change, negative = inhibition, most hits filed as inhibitors; actives 0.2% (n = 350,000);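 note: potency is the fitted concentration of half-maximal effect; plate controls were vehicle for no effect and no enzyme for full effect; nearly all actives have a fitted effect of over 35% in size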
# * hit, by the source's call; i = inactive; ? = inconclusive; · = not tested or not shown; & = joins results of further samples; [ ] = another dose, or the depositor's remark. Unless noted, calls come from the whole dose curve; as a rule, active = well fitted curve in the direction sought with a large enough effect; inconclusive = small, poorly fitted or top-dose-only effect, or another doubt; inactive = no such curve, though single readings can be large; an effect the other way counts as inactive or inconclusive. A portion of the library; the hit share may differ from the screen's.
mol	RXFP1 antagonist	POLI inh	POLK inh	APEX1 inh	Pol eta inh	Anesthetic bind	POLB inh	Tb PGK inh	BLM helicase inh
Cc1ccc(/C=[N+](/C)[O-])cc1	8	11%	-8%	-4%	2%	-2%	2%	-9%	2%
NC(=O)c1nsc(C(=O)N(c2ccccc2)C(C(=O)NCc2ccc(F)cc2)c2ccco2)c1N (stereo not drawn)	-5	32%[activator]	-7%	-1%	6%	5%	11%	2%	1%
COc1ccc(N2CCCC2)c(NC(=O)c2ccc([N+](=O)[O-])o2)c1	2	86%[activator]	-8%	35%[12.4 µM]	-19%	-10%	16%	3%	-6%
O=C(NC1CC(=O)N(c2ccccc2)C1)c1cccs1 (stereo not drawn)	-5	12%	-7%[60.1 µM]	·	12%	-13%	2%	2%	1%
CCOC(=O)c1[nH]c(C)c(CN(CCc2ccccc2)S(C)(=O)=O)c1C	-27	-15%	4%	-3%	-12%	81%[activator]	-7%	-8%	-4%
COC(=O)[C@@H](NC(=O)O[C@@H]1C(=O)c2cc(Br)ccc2O[C@H]1c1cccc(OC)c1)C(C)C	·	·	·	0%&2%	·	-13%	14%	·	-2%&-10%
CCOc1ccccc1CNC(=O)c1ccc(NC(=O)C2=CSCCO2)cc1	-1	4%	5%	-5%	-21%	-11%	-13%	i	-2%
CC(=O)Oc1c(-c2ccccc2)oc2c(CC=C(C)C)c3c(c(OC(C)=O)c2c1=O)C=CC(C)(C)O3	·	·	-4%[60.1 µM]	-1%	·	?	·	·	-2%
O=C(Nc1ccccc1C(F)(F)F)C1CCCC1	2	104%[activator]	-12%	12%	4%	-12%	-19%	0%	0%
COc1ccc(C(=O)NNC(=O)c2cccs2)cc1S(=O)(=O)N1CCOCC1	-2	-6%	18%	-1%	-10%	·	·	-6%	·
COc1cc(C(=O)N(CCCN(C)C)c2nc3c(OC)cccc3s2)cc(OC)c1OC	-18	3%	-1%	·	-10%	1%	42%	i	-8%
COc1ccc(C(=O)CSc2nnc(CNC(=O)c3ccccc3F)n2C)cc1OC	14	18%	2%	4%[12.4 µM]	1%	3%	53%	1%	2%
Cc1cccc(CN2C(=O)N/C(=C/c3cc(C)n(-c4cc(C)ccn4)c3C)C2=O)c1	-8	-2%	-9%	-3%	-3%	-6%	3%	-7%	-5%
CCCC(=O)Nc1ccc2oc(=O)ccc2c1	-6	144%[activator]	-2%	?	-2%	2%	39%	i	-4%
Cc1[nH]c2ccccc2c1C(=O)CSc1nncn1C	-4	7%	-4%	8%	-12%	-4%	26%	-4%	7%
O=C(O)c1ccc(NS(=O)(=O)c2cc(Cl)sc2Cl)cc1	-1	88%[activator]	3%	12%	-23%	0%	8%	i	-2%
Cc1ccc(S(=O)(=O)Oc2ccc(/C=C(/NC(=O)c3ccccc3)C(=O)Nc3ccccc3)cc2)cc1	-18	1%	-7%	-2%	-7%	-22%	11%	i	1%
Cc1nnc(NC(=O)CCn2c(=O)oc3ccccc32)s1	0	22%	6%	81%[activator]	-14%	3%	-19%	3%	-4%
C(=N\NCc1ccccc1)/c1ccc2nccnc2c1	-4	38%	7%	-4%	-19%	1%	-12%	-10%	-1%
COc1ccc(C(=O)c2cnc[nH]2)cc1	-9	17%	-7%	14%	-13%	1%	31%	i	3%

# A second format for some results above.
# The line under a structure holds: RXFP1 antagonist, POLI inh, POLK inh, APEX1 inh, Pol eta inh, Anesthetic bind, POLB inh, Tb PGK inh, BLM helicase inh
> Cc1cccc(CN2C(=O)N/C(=C/c3cc(C)n(-c4cc(C)ccn4)c3C)C2=O)c1
    -8, -2%, -9%, -3%, -3%, -6%, 3%, -7%, -5%
> CCCC(=O)Nc1ccc2oc(=O)ccc2c1
    -6, 144%[activator], -2%, ?, -2%, 2%, 39%, i, -4%

# The main list resumes, repeating the 2 entries before the break.
mol	RXFP1 antagonist	POLI inh	POLK inh	APEX1 inh	Pol eta inh	Anesthetic bind	POLB inh	Tb PGK inh	BLM helicase inh
C(=N\NCc1ccccc1)/c1ccc2nccnc2c1	-4	38%	7%	-4%	-19%	1%	-12%	-10%	-1%
COc1ccc(C(=O)c2cnc[nH]2)cc1	-9	17%	-7%	14%	-13%	1%	31%	i	3%
O=C(Nc1ccccc1N1CCOCC1)c1ccc(Br)o1	-4	8%	-12%	-2%	-8%	-7%	-19%	-2%	0%
O=C(CSc1nnc(CNc2ccc(Cl)cc2)o1)Nc1nc2ccccc2s1	-24	55%[activator]	-8%	1%	-5%	-12%	-5%	-8%	-6%
O=C(O)c1ccc(/C=N/O)cc1	-8	37%[activator]	-2%	15%	-19%	13%	29%	i	0%
O=C(Nc1nc(-c2ccccc2)cs1)c1ccc(N2CCOCC2)c([N+](=O)[O-])c1	-30	12%	-11%	-4%	-5%	-8%	-11%	i	-7%
CCCCC(C(=O)O)C(C)CC(=O)Nc1cccc(C(=O)O)c1 (stereo not drawn)	-2	-12%	6%	2%	-19%	-5%	-1%	-2%	0%
CCN(CC)C(=O)[C@H]1CC(CC(=O)NCCCN(C)C)C(=O)N2CCc3c([nH]c4ccccc34)[C@]12C (stereo partly drawn)	·	26%	0%	12%	-18%	·	·	6%	·
Cc1cccn2c(=O)c3cc(C#N)c(=O)n(Cc4cccnc4)c3nc12	5	30%[activator]	-8%	-3%	-6%	5%	13%	2%	-7%
COc1cc(NC(=O)COC(=O)C=C(C)C)c(C)cc1[N+](=O)[O-]	-5	34%[activator]	-9%	6%	-6%	-9%	26%	-9%	-2%
O=C(NNS(=O)(=O)c1ccccc1[N+](=O)[O-])c1cccc(Br)c1	-9	146%[activator]	2%	32%	-20%	-17%	-22%	i	-5%
COc1ccc(C(=O)Nc2nnc(CCS(=O)(=O)c3ccc(C)cc3)s2)cc1	4	25%	8%	-5%	-16%	-8%	-16%	0%	-3%
Cc1cc(C(=O)NC(C)C2CCCO2)c(C)o1 (stereo not drawn)	15	6%	-4%	2%	5%	-2%	5%	-5%	-2%
CCCn1c(N)c(C(=O)CN(C)CC(=O)Nc2cc(C)ccc2C)c(=O)[nH]c1=O	3	54%[activator]	-4%	-7%	-3%	·	·	6%	·
Cc1ccc(CNC(=O)CN2CCCN(Cc3ccc(F)cc3)S2(=O)=O)cc1	3	11%	-2%[60.1 µM]	·	-26%	3%	-1%	-3%	-4%
NS(=O)(=O)c1ccc2c(c1)oc(=O)c1cc(S(N)(=O)=O)ccc12	-22	34%[activator]	-2%	5%	-16%	-1%	5%	-10%	-4%
OCCN(CCO)CC(O)COc1ccc(C23CC4CC(CC(C4)C2)C3)cc1 (stereo not drawn)	·	15%	11%	2%	-27%	?	-1%	0%	0%
CCOC(=O)C1CCN(C(=O)CCc2c(C)nc3cc(-c4ccc(OC)cc4OC)nn3c2C)CC1	0	65%[activator]	-2%	9%	-24%	-9%	-1%	7%	1%
COc1ccccc1CN(C(=O)CCl)C(C(=O)NC1CCCCC1)c1ccncc1 (stereo not drawn)	-11	64%[activator]	-18%	2%	-18%	-18%	24%	-10%	?
COc1ccc(CCNC(=O)C2CCN(S(=O)(=O)N3CCOCC3)CC2)cc1OC	24	8%[58.9 µM]	-5%	-3%	-13%	-5%	9%	-8%	-4%
CC(=O)N1CCOCCOCCN(C(C)=O)CCOCC1	10	31%[activator]	6%	14%	-6%	-1%	-1%	i	-14%
CC(C)(C)C1CCc2c(sc(NC(=O)c3ccc(Cl)cc3)c2C(=O)NCc2ccco2)C1 (stereo not drawn)	-11	3%	9%	·	-10%	37%[activator]	2%	i	-7%
CCN1C(=O)[C@@H]2[C@H](C1=O)[C@@H]1C(=O)Nc3ccccc3C(=O)N1[C@@H]2c1ccccc1	·	3%	-13%	18%	0%	·	·	-1%	·
CCOc1ccc2nc(NC(=O)C3CCN(C(=O)c4ccco4)CC3)sc2c1	-15	26%	7%	33%[12.4 µM]	-8%	6%	6%	i	-4%
O=C(O)/C=C/c1ccccc1[N+](=O)[O-]	-1	-13%	1%	0%	-11%	-3%	10%	-7%	-1%
COc1cccc(CN2C(=O)CCC2(C)C(=O)NC2CCCCCC2)c1 (stereo not drawn)	5	1%	-6%	0%	-11%	-8%	37%	-8%	-1%
CC(C)Cc1cc(C(=O)N2CCC(N3CCC(C(=O)NC4CC4)CC3)CC2)n[nH]1	-9	-15%	-8%	6%	-9%	-9%	1%	-2%	-5%

# Grouped by structure: those above containing fluorine.
mol	RXFP1 antagonist	POLI inh	POLK inh	APEX1 inh	Pol eta inh	Anesthetic bind	POLB inh	Tb PGK inh	BLM helicase inh
NC(=O)c1nsc(C(=O)N(c2ccccc2)C(C(=O)NCc2ccc(F)cc2)c2ccco2)c1N (stereo not drawn)	-5	32%[activator]	-7%	-1%	6%	5%	11%	2%	1%
O=C(Nc1ccccc1C(F)(F)F)C1CCCC1	2	104%[activator]	-12%	12%	4%	-12%	-19%	0%	0%
COc1ccc(C(=O)CSc2nnc(CNC(=O)c3ccccc3F)n2C)cc1OC	14	18%	2%	4%[12.4 µM]	1%	3%	53%	1%	2%
Cc1ccc(CNC(=O)CN2CCCN(Cc3ccc(F)cc3)S2(=O)=O)cc1	3	11%	-2%[60.1 µM]	·	-26%	3%	-1%	-3%	-4%
